CXCR6 block: inhibitors of human CXCR6 receptor | O00574 | CHO-K1 PathHunter CXCR6 beta-arrestin, luminescence | inhibition, % at 20 µM | 0.36% of 360,000 active; in the data active = inhibition above about 34%, passing the limit was not always enough;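 also: antagonist mode with CXCL16 agonist at 10 nM final; 0% = 10 nM CXCL16 with DMSO and 100% = unstimulated wells without agonist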
Target sequence (O00574 whole entry, looked up): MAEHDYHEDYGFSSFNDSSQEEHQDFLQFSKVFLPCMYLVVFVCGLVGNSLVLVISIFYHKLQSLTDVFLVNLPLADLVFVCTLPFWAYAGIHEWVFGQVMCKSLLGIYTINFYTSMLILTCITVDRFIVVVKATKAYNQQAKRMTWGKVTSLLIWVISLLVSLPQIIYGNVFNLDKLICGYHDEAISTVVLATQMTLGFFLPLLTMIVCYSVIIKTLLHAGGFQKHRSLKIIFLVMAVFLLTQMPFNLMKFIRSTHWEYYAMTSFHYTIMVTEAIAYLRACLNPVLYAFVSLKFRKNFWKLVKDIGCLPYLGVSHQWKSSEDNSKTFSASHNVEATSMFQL
EBI2 block: blocks human EBI2 receptor beta-arrestin signaling. P32249. AID 651636. 0.81% of 360,000 active. inhibition, % at 5 µM. EBI2 beta-arrestin recruitment, luminescence, 7a,25-OHC stimulated; in the data active = inhibition above about 38%;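 also: enzyme fragment complementation signal reports receptor beta-arrestin coupling in cells; 0% = agonist plus DMSO wells and 100% = wells without agonist; some results beyond the cut were filed as inactive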
APJ antagonist: antagonists of human APJ apelin receptor; AID 2521; 0.32% of 330,000 active; CHO-K1 APJ beta-arrestin complementation, luminescence; inhibition, % at 20 µM;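 active = inhibition above about 40% at 20 µM, limit read from the data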;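 also: cells challenged with 10 nM apelin-13 agonist together with compound; plate controls were apelin-13 plus DMSO wells for no effect and DMSO wells lacking apelin-13 for full effect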
CCR6 antagonist: blocks CCL20-driven beta-arrestin recruitment at human CCR6. P51684. CHO-K1 CCR6 PathHunter beta-arrestin, luminescence, CCL20-stimulated. inhibition, % at 20 µM. 0.49% of 340,000 active. AID 493098;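 active = compounds whose inhibition of the agonist-driven luminescence signal at 20 µM reaches about 50%, limit read from the data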;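 also: cells stimulated with CCL20 at 14 nM final; plate controls were DMSO with CCL20 for no effect and DMSO without agonist for full effect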
Target sequence (P51684 whole entry, looked up): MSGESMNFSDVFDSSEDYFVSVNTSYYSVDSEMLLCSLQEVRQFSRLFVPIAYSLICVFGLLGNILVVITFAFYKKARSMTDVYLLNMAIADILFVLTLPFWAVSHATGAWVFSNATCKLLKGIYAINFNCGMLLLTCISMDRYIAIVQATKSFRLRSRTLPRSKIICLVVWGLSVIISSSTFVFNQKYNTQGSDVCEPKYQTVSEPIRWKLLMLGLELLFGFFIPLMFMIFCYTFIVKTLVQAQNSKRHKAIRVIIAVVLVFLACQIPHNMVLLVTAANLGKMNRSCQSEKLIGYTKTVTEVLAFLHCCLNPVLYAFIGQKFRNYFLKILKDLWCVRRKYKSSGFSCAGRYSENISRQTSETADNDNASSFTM
UBC13 polyUb: inhibitors of human UBC13 polyubiquitin chain formation. 0.47% of 330,000 active. TR-FRET. inhibition, % at 20 µM. P61088. AID 485273; in the data active = inhibition above about 45%, passing the limit was not always enough
Target sequence (P61088 whole entry, looked up): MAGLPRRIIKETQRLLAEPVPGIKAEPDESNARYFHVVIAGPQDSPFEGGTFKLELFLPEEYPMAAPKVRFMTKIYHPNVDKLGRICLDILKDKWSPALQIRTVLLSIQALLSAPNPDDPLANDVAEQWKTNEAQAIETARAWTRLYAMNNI
Gli-Sufu antag: Gli-Sufu pathway antagonism | Sufu-KO-LIGHT fibroblasts, Gli luciferase reporter luminescence | inhibition, % at 5 µM | 0.74% of 340,000 active;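 active = inhibition above about 55%, limit read from the data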;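 also: 0% = DMSO-treated cells and 100% = wells with medium but no cells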
697 NFkB inh: inhibitors of the PMA/ionomycin-induced NF-kB reporter in 697 B cells | 0.33% of 330,000 active | 697 B-cell NF-kB luciferase reporter, 16 h | inhibition, % at 4 µM; in the data active = inhibition above about 35%
Jurkat NFkB inh: lowers PMA/ionomycin-induced NF-kB signal in Jurkat cells; 0.53% of 330,000 active; inhibition, % at 4 µM; PMA/ionomycin-induced NF-kB luciferase reporter, luminescence; in the data active = inhibition above about 50%
The depositor's hits bear a star; x = no result given.

Each structure is followed by: CCR6 antagonist, EBI2 block, 697 NFkB inh, UBC13 polyUb, APJ antagonist, Jurkat NFkB inh, CXCR6 block, Gli-Sufu antag
Cc1ccc2oc(=O)c3cc(C(=O)NCCCN4CCN(C)CC4)sc3c2c1
→ 27, 6, 5, 14, 31, -4, -3, 14
O=C(c1ccc(C(F)(F)F)cc1)N1CCC(=O)N(C(COCc2ccc(Cl)cc2)Cc2ccccc2)CC1 (stereo unspecified)
→ 14, 17, 17, 10, 17, 13, 3, 9
COc1cc(C(=O)NC2CCCC(C)C2C)ccc1OCC(=O)N1CCOCC1 (stereo unspecified)
→ -5, -3, 18, -1, -2, -8, 6, -8
COc1ccc(N(CC(=O)NCc2ccc(Cl)cc2)S(=O)(=O)c2c(C)noc2C)cc1
→ 19, 16, 9, -1, 12, -4, 5, -32
CN1CCc2c(sc(/N=C/c3cc(Cl)ccc3O)c2C#N)C1
→ 15, -3, -147, 6, -8, -143, 6, 20
O=[N+]([O-])c1cccnc1N1CCC(c2cc(-c3cccc(C(F)(F)F)c3)n[nH]2)CC1
→ 18, 7, -7, 2, 8, 4, 3, 7
Cc1ccc(CNC(=O)C2CCCCN2S(=O)(=O)c2ccccc2)cc1 (stereo unspecified)
→ 18, -2, -3, -5, -2, 13, -5, -6
CN(C)S(=O)(=O)c1cccc(COC(=O)C2=COCCO2)c1
→ -5, 6, 12, 0, 19, 2, -4, -6
COCCN(C(=O)COC(=O)c1ccccc1NCc1ccco1)c1c(N)n(Cc2ccccc2)c(=O)[nH]c1=O
→ 20, -1, 4, 30, 1, 5, 1, 0
CSc1nc(Cl)cc(Nc2ccc(O)cc2)n1
→ -30, 0, -34, 2, -11, -48, -4, -17
CCOC(=O)[C@@H]1[C@H]2COc3ccccc3[C@@H]2N2C(=O)N(c3ccc(Br)cc3)C(=O)[C@]12C
→ 8, -3, 10, 4, 1, -5, 2, 2
CCn1c(SCc2nc(-c3ccccc3)no2)nnc1-c1cccs1
→ 4, -13, 6, 4, 18, 9, 1, 0
COc1ccc(Cl)cc1Nc1nc(C)nc2c1oc1ccccc12
→ 17, 43, -21, 15, 18, 9, 14, 11
CC(=O)N1CCN(CC(=O)Nc2cccc(S(=O)(=O)N3CCCCCC3)c2)CC1
→ 3, -9, 9, -3, 15, 2, 3, 7
CC1CCCN(S(=O)(=O)c2ccc(CN3C(=O)c4cccnc4C3=O)cc2)C1 (stereo unspecified)
→ 14, -1, 9, -6, 13, 10, -1, -2

(continued)
Each structure is followed by: CCR6 antagonist, EBI2 block, 697 NFkB inh, UBC13 polyUb, APJ antagonist, Jurkat NFkB inh, CXCR6 block, Gli-Sufu antag
O=C(/C=C/c1ccc(NC(=O)c2ccccc2-c2ccccc2C(=O)O)cc1)c1ccccc1
→ 5, 3, -22, -27, -13, -12, -1, 0
Cc1nc2n(n1)C(O)c1cc([N+](=O)[O-])ccc1S2 (stereo unspecified)
→ x, x, 12, -29, 5, 10, x, x
COCc1cc(C)nc(Sc2nc3c(c(=O)n(C)c(=O)n3C)n2C)c1C#N
→ 4, -6, 1, -2, 16, 9, -2, 0
Cc1ccc(CS(=O)(=O)Cc2ccc(C(=O)NCc3cccnc3)o2)cc1
→ 0, 4, -19, -6, -8, 0, -2, -1
Oc1c(C(c2ccccc2)N2CCCCC2)sc2ncnn12 (stereo unspecified)
→ -9, -10, 8, 7, 21, 4, -5, 7
CCc1ccc(CN/C=C/C(=O)c2ccc(Br)cc2)cc1
→ 1, 7, 1, -1, 0, 7, 7, -7
O=C(Nc1cccc(S(=O)(=O)N2CCCCCC2)c1)C1CCC1
→ 12, -6, -7, 2, 12, 2, -3, 1
CC(=O)Nc1nnc(SCc2cc(=O)c(OC(=O)c3ccccc3)co2)s1
→ -1, -2, 0, -2, 15, -1, 1, 9
COc1ccc(C(=O)N2c3ccc(F)cc3CCC2C)cc1OC (stereo unspecified)
→ 7, 8, -8, 4, 3, 6, -6, 8
COC(=O)N/N=C/c1ccccc1Cl
→ 7, -4, -3, -6, -21, -8, 2, 0
Cc1cc(NC(=O)COC(=O)[C@@H](NS(=O)(=O)c2ccc(Br)cc2)C(C)C)no1
→ 7, -7, 16, -12, -18, 1, -10, 9
O=C(NC(=S)N1CCN(C/C=C/c2ccccc2)CC1)c1ccc(F)cc1
→ 26, 8, 9, 2, 8, -14, 7, 1
CN(Cc1ccccc1)Cc1nc2c(c(=O)n(C)c(=O)n2C)n1Cc1ccc(F)cc1
→ 1, 4, -8, 2, 11, 0, 7, 12
Cc1cccc(C)c1NC(=O)C[n+]1cc(-c2ccccc2)n2c1CCC2
→ 6, 7, 16, 1, -8, 5, -3, -4
CC(/C=N/NC(=O)c1nnn(-c2nonc2N)c1CN1CCCCC1)=C\c1ccccc1
→ 20, 9, -25, -3, -8, 6, 1, -1

The list goes on.
Each structure is followed by: CCR6 antagonist, EBI2 block, 697 NFkB inh, UBC13 polyUb, APJ antagonist, Jurkat NFkB inh, CXCR6 block, Gli-Sufu antag
O=S(=O)(Cc1ccccc1)N1CCCCC1
→ -9, 8, 14, 6, 4, -2, 4, 10
O=C(CCN1C(=O)c2ccccc2C1=O)NCCCn1ccnc1
→ 9, -5, 19, 0, 9, -5, 6, -17
O=C(NCCc1nc2ccccc2[nH]1)c1cc([N+](=O)[O-])cc([N+](=O)[O-])c1
→ -10, 2, 6, 4, -55, 9, -28, -4
Cc1cc(CN2CCCCC2C(=O)Nc2ccc(Oc3cccnc3)cc2)oc1C (stereo unspecified)
→ 11, -1, -51, -2, -49, -18, -3, -25
Cc1ccc(SCCC(=O)NCC2CCCO2)cc1 (stereo unspecified)
→ 6, -4, -6, -5, 0, -15, -4, 18
COc1cccc(C(=O)NCCCN2CCN(CCCNC(=O)c3cccc(OC)c3)CC2)c1
→ -3, -10, -20, -11, -2, 4, 7, 5
C=CCn1c(O)c(C(CC)=NCc2cccnc2)c(=O)[nH]c1=O
→ -4, -8, 21, -11, 14, 2, 1, 11
COC(=O)c1cc(NC(=O)C2C3C=CC(C3)C2C(=O)O)cc(C(=O)OC)c1 (stereo unspecified)
→ -10, 0, 16, 9, 25, 2, 2, 1
CC(=O)Cc1nsc(NC(=O)c2cccs2)n1
→ -5, -8, -17, -3, 0, 11, 1, -8
O=C(/C=C/c1ccc(N2CCC(c3ccccc3)=N2)cc1)c1ccccc1
→ 11, x, -74, -39, 5, -48, x, -64
Cc1oc2c(c1C(=O)Nc1cccc3ccccc13)CCCC2
→ 12, 6, 15, 4, 1, 25, 0, 8
CN1CCN(c2nc(-c3cccs3)nc3ccccc23)CC1
→ 9, 5, -4, -18, -7, -20, 2, 24
COc1ccccc1C(=O)O/N=C(\N)c1ccccc1Cl
→ -9, -14, -49, 1, -38, -44, -6, -26
CCOc1cc2c(cc1OCC)C(C(=O)O)C(c1cc(Br)c(O)c(OC)c1)N(C)C2=O (stereo unspecified)
→ -5, 5, 0, -9, 16, 9, -3, 2
CCOc1cccc(C(=O)Nc2ccc(N3CCCC3)cc2)c1
→ 16, 3, -22, -7, -14, -6, -13, -11

New compounds follow:
Each structure is followed by: CCR6 antagonist, EBI2 block, 697 NFkB inh, UBC13 polyUb, APJ antagonist, Jurkat NFkB inh, CXCR6 block, Gli-Sufu antag
Cc1cc(OCC(=O)NCC(O)c2ccccc2)c2c(C)c(C)c(=O)oc2c1 (stereo unspecified)
→ 8, 6, 1, 3, 6, 15, -6, -11
Cc1cc(C)nc(Nc2ccc(C(=O)O)cc2)n1
→ 7, -7, -92, 1, 10, -7, 4, -27
CC1(C)Cc2c(sc3nc(NCCN4CCOCC4)n4ncnc4c23)CO1
→ 16, 2, -3, 3, 9, 1, -5, 2
COc1ccc(NC(=S)N2CCN(c3ccc([N+](=O)[O-])cc3)CC2)cc1OC
→ 24, 7, 5, -20, 0, 19, -3, 44
COCCn1nnnc1C(c1ccccn1)N1CCN(c2cc(Cl)ccc2C)CC1 (stereo unspecified)
→ 7, -7, -15, -3, 12, 8, 1, x
CCOC(=O)c1csc(NNC=O)n1
→ 4, -7, 4, -2, 9, 7, 3, -7
Fc1c(F)c(-n2nnc3ccccc32)c(F)c(F)c1Cl
→ 3, -1, -16, -6, -15, -12, -2, -2
CCc1nnc(NS(=O)(=O)c2ccc(NS(=O)(=O)c3ccccc3)cc2)s1
→ 19, 5, -5, -1, 7, -9, 2, -22
Cc1cc(C)c(C2=CC(c3ccccc3)n3ncnc3N2)cc1C (stereo unspecified)
→ x, x, 28, 13, 0, 5, x, x
CSc1cccc(NC(=O)C2CCN(C(=O)c3ccccc3C)CC2)c1
→ 5, -3, -9, 9, -14, -3, -3, 0
N#C/C(=C(/O)COC(=O)COc1cccc(Br)c1)c1nc2ccccc2[nH]1
→ 22, 2, 9, -4, 7, 4, 21, -5
COc1ccccc1-n1cc(-c2ccc(Cl)cc2)[nH]c1=O
→ 15, -5, 6, 1, 1, 10, 0, -2
COc1ccc(O[C@H]2C=C[C@@H](c3ccccc3)O[C@@H]2COC(=O)CC/C(C)=N/O[C@H](C)c2cn([C@@H]3COC[C@H]3O)nn2)cc1
→ x, x, -2, 15, -27, 21, x, x
CCOC(=O)CSc1ccc2nnc(-c3ccncc3)n2n1
→ 0, -2, 0, 5, 21, 18, 0, -4
CC(C)C(NC(=O)CSc1ccc(Cl)cc1)C(C)C
→ 10, 11, 5, -1, 24, 18, 10, 1

Carrying on.
Each structure is followed by: CCR6 antagonist, EBI2 block, 697 NFkB inh, UBC13 polyUb, APJ antagonist, Jurkat NFkB inh, CXCR6 block, Gli-Sufu antag
CC(NCC(=O)Nc1cc(S(=O)(=O)N2CCOCC2)ccc1Cl)c1ccc(Cl)cc1Cl (stereo unspecified)
→ 7, 14, 1, 1, -1, -15, -1, 8
COc1ccc(C(=O)c2nccc3ccccc23)cc1
→ -1, -6, 6, -9, 13, -23, -2, -23
COc1ccccc1N(C(C)=O)c1nc(C)cc(C)c1C#N
→ 26, 9, 10, 3, 7, 1, 3, 2
CCOC(=O)c1cnc(SCC(=O)Nc2sc(C)c(C)c2C#N)nc1N
→ 4, -3, -27, -13, -4, -19, 3, 8
Cc1ccc(C)c(NC(=O)C2CC=CCC2C(=O)O)c1 (stereo unspecified)
→ -11, -5, 11, -10, -14, -2, 7, -3
Fc1ccc(CN(Cc2ccccc2)C(c2cccs2)c2nnnn2C2CCCCC2)cc1 (stereo unspecified)
→ 16, 25, 7, -2, 1, -4, 8, 16
COC(=O)c1cc(CNC(=O)c2ccc(N3CCCC3)c([N+](=O)[O-])c2)ccc1OC
→ 22, 4, -8, 4, 8, 12, 8, 1

Rows are unselected, and some 3% of all compounds hit somewhere here.
